Screening data as filed in PubChem BioAssay.
GALK inh: galactokinase (human) inhibition. P51570. Purified GALK, Kinase-Glo residual ATP luminescence. Potency, µM (titrated, usually from 57.5 µM), inactives show at the highest dose activity change, negative = inhibition, usual class: inhibitors. 270,000 compounds, 0.007% hits. AID 1868; further: potency means the concentration at half of the fitted maximal effect; on the % scale 0 is the no-effect control and ±100 the full control effect
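ATP-depletion format; final 35 uM ATP, 100 uM D-galactose, 5 nM enzyme; pH 8.0 HEPES/Mg2+ buffer; 60 min RT; luminescence read 10 min after detection reagent.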
KCNH2 3.1 inh: inhibitors of human KCNH2 3.1 potassium channel isoform. U2OS KCNH2 3.1, thallium flux FluxOr; hits give low values. activity change, % (tested at about 1.8 µM). 340,000 compounds, 0.95% hits;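 active means maximum activity change below -70%; inconclusive means maximum activity change from -70% to -50%; inactive means maximum activity change above -50%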;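 further: thallium influx rate constant from kinetic fluorescence after stimulation buffer; on the % scale 0 is the no-effect control and ±100 the full control effect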
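Measured as rate of thallium-driven FluxOr signal in transduced U2OS cells carrying the 3.1 channel, read kinetically for 2 min upon stimulation; values are rate constants scaled to DMSO control wells.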
Giardia killer: kills Giardia lamblia; Giardia lamblia trophozoite viability; activity change, % at 7.66 µM, hits read low; 340,000 compounds, 0.15% hits; AID 540267; in the data active means activity change below about -80%; inconclusive means between about -30% and that limit;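 further: parasites exposed to compound for two days anaerobically before the ATP read; on the % scale 0 is the no-effect control and ±100 the full control effect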
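Anaerobic 48 hrs incubation at 37 deg C of 100 trophozoites/well with test compounds; ATPLite 1-Step luminescence, 15-30 min RT, reports cellular ATP as viability.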
hERG WT inh: inhibitors of human wildtype KCNH2 potassium channel; 340,000 compounds, 0.37% hits; Q12809; activity change, % at 1.84 µM; U2OS, BacMam KCNH2, thallium flux FluxOr; hits give low values; AID 720551;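 active means maximum activity change below -70%; inconclusive means maximum activity change between -70% and -50%; inactive means maximum activity change above -50%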; further: on the % scale 0 is the no-effect control and ±100 the full control effect
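U2OS cells were transduced with wild-type KCNH2 virus (2.03 x 10^8 / mL) for 4 h at room temperature, then cultured overnight at 37 C. Thallium flux was read with FluxOr dye. Rate constants were normalized to DMSO controls.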
PKM2 act: activators of human pyruvate kinase M2; purified PKM2, Kinase-Glo ATP luminescence, activation; response scale: 0% is enzyme alone, no compound; Potency, µM (series often up to 57.5 µM), for inactives: top-dose activation, most hits filed as activators; 260,000 compounds, 0.34% hits; further: potency means the concentration at half of the fitted maximal effect; on the % scale 0 is the no-effect control and ±100 the full control effect; nearly all actives have a fitted effect of over 55% in size
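hPK-M2, >95% pure; 0.1 mM ADP / 0.5 mM PEP final; imidazole pH7.2 buffer w/ 7 mM MgCl2, 50 mM KCl; 1 h RT; Kinase-Glo lum. Intermediate enzyme activity for dual inhibitor/activator qHTS.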
Coupling enz: counter-screen for Giardia aldolase inhibitors: coupling enzyme system; coupling enzyme system counterscreen, AmpLite Red fluorescence; activity change, negative = inhibition, % at 58.2 µM, hits read low; 290,000 compounds, 0.67% hits; in the data active means activity change below about -30%; further: on the % scale 0 is the no-effect control and ±100 the full control effect
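Counterscreen of the coupled detection system alone, without aldolase: glyceraldehyde-3-phosphate coupling enzymes plus AmpLite Red readout. Compounds at 57.5 uM final, 10 min RT preincubation, 20 min RT reaction, fluorescence 525/598 nm.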
USP2a inh: USP2a (human) protease inhibition; Potency, µM (highest dose often 38.3 µM), without a hit: top-dose activity change, negative = inhibition, most hits filed as inhibitors; O75604; USP2 core, Ub-CHOP2 coupled fluorogenic reporter, 485/531; 330,000 compounds, 0.01% hits;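 further: potency means the concentration at half of the fitted maximal effect; plate controls were DMSO wells for no effect and full inhibition by NEM control for full effect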
Target sequence (O75604 whole entry, looked up): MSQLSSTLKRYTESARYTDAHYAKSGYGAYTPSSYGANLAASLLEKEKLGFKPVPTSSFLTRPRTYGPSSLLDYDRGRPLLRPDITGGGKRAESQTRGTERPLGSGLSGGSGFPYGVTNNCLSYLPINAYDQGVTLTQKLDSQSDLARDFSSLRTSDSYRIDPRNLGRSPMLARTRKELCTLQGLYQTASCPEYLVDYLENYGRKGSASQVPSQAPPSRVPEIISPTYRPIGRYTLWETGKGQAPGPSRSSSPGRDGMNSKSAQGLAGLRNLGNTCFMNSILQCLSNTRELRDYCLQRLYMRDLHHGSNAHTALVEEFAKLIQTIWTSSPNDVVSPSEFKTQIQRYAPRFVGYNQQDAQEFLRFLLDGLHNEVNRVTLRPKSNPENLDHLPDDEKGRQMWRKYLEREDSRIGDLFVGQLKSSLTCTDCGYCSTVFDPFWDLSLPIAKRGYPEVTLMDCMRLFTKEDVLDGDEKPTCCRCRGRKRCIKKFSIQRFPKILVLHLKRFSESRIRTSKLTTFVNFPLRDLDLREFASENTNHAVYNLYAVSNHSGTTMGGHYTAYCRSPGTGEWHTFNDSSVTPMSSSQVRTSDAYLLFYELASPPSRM
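Deubiquitinase activity read as fluorescence (485/531 nm) after Ub-CHOP2 cleavage activates the enterokinase reporter on its substrate; USP2 core 10nM, Ub-CHOP2 and substrate 25nM each, 30min compound preincubation then 60min RT; data normalized to NEM, curves fitted.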
MLL CXXC-DNA inh: blocks binding of human MLL CXXC domain to DNA | AID 2662 | Q03164 | Potency, µM (top dose mostly 115 µM), without a hit: at the highest dose activity change, negative = inhibition, hits mostly inhibitors | 290,000 compounds, 0.037% hits | MLL-CXXC / FITC-HOXA9 DNA fluorescence polarization; active means well fitted inhibition curve with a large enough effect in the polarisation, with a control signal flat, not every such curve was filed as active; inconclusive means small, poorly fitted or top-dose-only effect, or effect the other way, or a change in a side signal; inactive means no such curve, though single readings can be large or run the other way; the % refers to the polarisation; further: potency means the concentration at half of the fitted maximal effect
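Fluorescence polarization: 7 uM MLL-CXXC (stock) preincubated 5 min with compounds, then 50 nM fluorescein-HOX-A9 DNA (stock) added; 30 min ambient. Buffer 50 mM Tris-HCl pH 7.5, 50 mM NaCl, 1 mM DTT, 0.05% BSA.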
B2AR arrestin: beta2AR (human) beta-arrestin recruitment activity; beta-arrestin recruitment to beta2AR, cell-based reporter; 330,000 compounds, 0.02% hits; Potency, µM (highest dose often 46.1 µM), without a hit: at the top dose activation, actives largely listed as activators; P07550;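 further: potency means the concentration at half of the fitted maximal effect; 0% = DMSO controls and full agonism = EC100 isoproterenol or metaproterenol; nearly all actives have a fitted effect of over 65% in size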
Target sequence (P07550 whole entry, looked up): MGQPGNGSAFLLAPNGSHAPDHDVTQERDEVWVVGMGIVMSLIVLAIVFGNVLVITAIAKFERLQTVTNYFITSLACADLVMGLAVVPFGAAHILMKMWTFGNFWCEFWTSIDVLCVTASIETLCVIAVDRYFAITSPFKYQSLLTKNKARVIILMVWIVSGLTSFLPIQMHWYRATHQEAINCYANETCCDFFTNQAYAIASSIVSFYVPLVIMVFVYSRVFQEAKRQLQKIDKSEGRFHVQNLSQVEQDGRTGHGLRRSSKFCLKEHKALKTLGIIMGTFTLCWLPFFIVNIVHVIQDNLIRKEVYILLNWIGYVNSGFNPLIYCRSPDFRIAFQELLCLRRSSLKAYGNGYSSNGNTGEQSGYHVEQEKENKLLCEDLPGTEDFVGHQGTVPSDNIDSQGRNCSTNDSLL
Menin-MLL TR inh: menin-MLL binding inhibition, Texas Red mutant peptide. O00255. Menin + Texas Red MLL mutant peptide, fluorescence polarization. Potency, µM (top dose mostly 61.6 µM), without a hit: top-dose FP activity change, negative = inhibition, hits mostly inhibitors. 270,000 compounds, 0.23% hits. AID 1768; active means well fitted inhibition curve with a large enough effect in the polarisation, with a control signal flat, not every such curve was filed as active; inconclusive means small, poorly fitted or top-dose-only effect, or effect the other way, or a change in a side signal; inactive means no such curve, though single readings can be large or run the other way; the % refers to the polarisation; further: potency means the concentration at half of the fitted maximal effect; % of control where 0% means no effect; many of its hits are not listed in these tables
TRPV1 agonist: human TRPV1 agonism; Q8NER1; TRPV1-expressing cells, Fluo-8 calcium influx, agonist mode; activation, % at 8.33 µM; 320,000 compounds, 0.19% hits; in the data active means activation above about 80%; inconclusive means between about 30% and that limit; further: 0% is about no effect
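TRPV1-expressing cells were cultured overnight at 35.5C and loaded with Fluo-8 calcium dye for 40 to 90 min at room temperature. After a 10 s baseline, compound was added and calcium influx was read kinetically for 3 min (ex 480/em 520 nm).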
* marks the source's active call; other numbers are inactive results; ? = inconclusive; . = no result given; & = joins results of further samples; [ ] = remark or other dose. Unless noted, the call rests on the fitted dose curve; in most records, active means well fitted curve in the direction sought with a large enough effect; inconclusive means small, poorly fitted or top-dose-only effect, or another doubt; inactive means no such curve, though single readings can be large; an effect the other way counts as inactive or inconclusive. Only part of the results is shown; the hit share may differ from the screen's.

SMILES	GALK inh	KCNH2 3.1 inh	Giardia killer	hERG WT inh	PKM2 act	Coupling enz	USP2a inh	MLL CXXC-DNA inh	B2AR arrestin	Menin-MLL TR inh	TRPV1 agonist
CCN(CC)CCNC(=O)CCn1nc(-c2ccc(Cl)cc2)ccc1=O	-3%	-17	1	-5	.	1	4%	5%	-0.3%	1%	0
COc1cc2c(cc1OC)-c1cc(NC3CCCCCCC3)nc(=O)n1CC2	-1%	-1	6	-6	-6%	-1	1%	18%	-0.6%	-10%	-2
Cc1c(C)c2c(OCC(=O)NC3CC3)cc3c(c2oc1=O)CCC(C)(C)O3	.	11	-6	-13	2%	-1	-2%	5%	-0.1%	-25%	25
CCOC(=O)c1cn2cccnc2n1	3%	-20	-7	-5	-3%	0	5%	1%	0.3%	-8%	-4
COc1cccc(NC(=O)CCNS(=O)(=O)c2cccc3nsnc23)c1	7%	-2	-19	-19	16%	2	-1%	-3%	-0.1%	1%	0
Cc1cc(C(=O)OCC(=O)c2c(N)n(C)c(=O)n(C)c2=O)c(C)o1	-2%	-15	-6	3	2%	0	-5%	0%	0.2%	1%	7
O=C(Cc1n[nH]c(=O)c2ccccc12)N1CCN(c2ccc(F)cc2)CC1	1%	16	-12	6	-30%	-1	3%	-8%	-0.1%	-13%	29
O=C(c1c[nH]c(C(=O)C(Cl)(Cl)Cl)c1)c1ccccc1F	-6%	17	2	-24	.	0	-6%	-8%	-0.5%	23%	-1
CCN(CC)S(=O)(=O)c1ccc(-c2nnc(SCC(=O)Nc3nc(C)cs3)o2)cc1	1%	-1	-4	8	2%	0	1%	0%	0.2%	12%	1
CCCn1nc(C(=O)OCC(=O)Nc2cccc(S(N)(=O)=O)c2)c2ccccc2c1=O	11%	34	-11	2	-1%	2	2%	4%	4.8%	10%	9
O=C(NCc1nnc(SCC(=O)N2CCCCCC2)o1)c1ccco1	1%	-2	-4	2	-5%	2	1%	30%	-0.4%	10%	0
Cc1ccc2c(c1)N(C(=O)CCC(=O)NCc1ccccc1)CC(C)O2 (stereo not given)	.	23	5	7	?	2	-4%	.	-0.3%	0%	12
COc1ccccc1Nc1nnc(SCC(=O)c2c(N)n(C3CC3)c(=O)[nH]c2=O)s1	.	17	-4	2	.	.	0%	.	-0.2%	.	.
COC(=O)[C@@]12CCCN1[C@H](c1ccc(-c3ccccc3)cc1)[C@H]1C(=O)N(C)C(=O)[C@H]12	.	14	-9	-1	.	.	0%	.	-1.4%	.	7
COc1ccccc1NC(=O)COC(=O)Cn1cnc2c1c(=O)n(C)c(=O)n2C	.	-22	2	3	.	.	0%	.	0.4%	.	.
CN=c1scc(-c2ccc(Cl)cc2)n1C	1%	-4	?	13	4%	0	-1%	4%	0.0%	7%	3
NC(=O)c1ccccc1NC(=O)Nc1cccc(Cl)c1Cl	1%	14	-15	-1	-6%	3	0%	18%	-0.6%	-1%	16
O=C(COc1coc(CN2CCN(c3ccc(F)cc3)CC2)cc1=O)Nc1ccccc1	.	-6	-13	9	.	.	-1%	.	0.0%	.	0
COc1ccc(S(=O)(=O)Nc2ccccc2C(=O)OC2CCCN(C)C2)cc1OC (stereo not given)	-6%	-5	33[activator]	2	0%	0	2%	1%	0.5%	-17%	-1
CCOC(=O)c1cc2c(C)n(-c3ccc(OCC)cc3)c(C)c2ccc1=O	5%	4	-6	-12	-6%	-12	-1%	0%	0.1%	-15%	15

Single records, as listed above.
Entry for `O=C(NCc1nnc(SCC(=O)N2CCCCCC2)o1)c1ccco1` → GALK inh = 1%; KCNH2 3.1 inh = -2; Giardia killer = -4; hERG WT inh = 2; PKM2 act = -5%; Coupling enz = 2; USP2a inh = 1%; MLL CXXC-DNA inh = 30%; B2AR arrestin = -0.4%; Menin-MLL TR inh = 10%; TRPV1 agonist = 0
Entry for `NC(=O)c1ccccc1NC(=O)Nc1cccc(Cl)c1Cl` → GALK inh = 1%; KCNH2 3.1 inh = 14; Giardia killer = -15; hERG WT inh = -1; PKM2 act = -6%; Coupling enz = 3; USP2a inh = 0%; MLL CXXC-DNA inh = 18%; B2AR arrestin = -0.6%; Menin-MLL TR inh = -1%; TRPV1 agonist = 16
Entry for `CCOC(=O)c1cc2c(C)n(-c3ccc(OCC)cc3)c(C)c2ccc1=O` → GALK inh = 5%; KCNH2 3.1 inh = 4; Giardia killer = -6; hERG WT inh = -12; PKM2 act = -6%; Coupling enz = -12; USP2a inh = -1%; MLL CXXC-DNA inh = 0%; B2AR arrestin = 0.1%; Menin-MLL TR inh = -15%; TRPV1 agonist = 15

(next part)
SMILES	GALK inh	KCNH2 3.1 inh	Giardia killer	hERG WT inh	PKM2 act	Coupling enz	USP2a inh	MLL CXXC-DNA inh	B2AR arrestin	Menin-MLL TR inh	TRPV1 agonist
CN1CCN(Cc2c(C#N)c3ccccc3n2C)CC1	3%	-16	-5	2	0%	1	2%	0%	0.3%	-1%	2
CCOC(=O)c1c(NC(=O)CSc2nnc(-c3c[nH]c4ccccc34)n2C)sc2c1CCCC2	.	-2	52[activator]	-3	1%	1	1%	6%	-0.4%	0%	1
COc1ccc(C2C(C(C)=O)=C(O)C(=O)N2c2ccc(Br)cn2)cc1 (stereo not given)	-2%	-1	-6	5	-1%	-2	0%	-9%	0.0%	9%	1
COc1ccc(N2CCN(C(=O)CSc3nnc(NC(=O)C4CCC4)s3)CC2)cc1	4%	-20	9	-7	4%	2	2%	-2%	0.4%	-6%	-2
Cn1c2ccccc2c2nn(-c3ccccc3)c(=O)cc21	1%	6	-5	4	-3%	-2	-8%	4%	0.0%	2%	12
CC(C)OCCCN1C(=O)c2[nH]nc(-c3ccccc3O)c2C1c1cccc(Cl)c1 (stereo not given)	-2%	4	10	-4	0%	-3	-7%	-6%	0.5%	13%	16
Cc1ccccc1NC(=O)CSc1n[nH]c(-c2ccccn2)n1	-1%	17	2	-8	-1%	-10	0%	7%	-0.4%	-4%	1
CC(=O)c1ccc(NC(=O)c2cc(-c3cccs3)on2)cc1	-1%	5	-12	3	0%	-1	2%	-3%	-0.4%	3%	4
O=C(c1ccco1)N1CCN(C(c2ccccc2)c2nnnn2C2CCCC2)CC1 (stereo not given)	-1%	-2	-14	-2	-12%	2	0%	6%	-0.3%	-5%	4
CC(c1ccccc1)N1CCN(C(=O)CCl)CC1 (stereo not given)	0%	0	7	.	1%	-3	4%	8%	0.3%	-11%	2
O=C(OCc1cccc(C(F)(F)F)c1)c1ccc[nH]c1=O	-2%	10	-16	12	-3%	0	-1%	13%	0.0%	2%	-2
N#CCCn1cc(C(=O)N2CCCCC2)c(-c2ccc([N+](=O)[O-])cc2)n1	-3%	6	1	-30	-1%	1	6%	7%	-0.5%	-4%	-1
CCOc1ccc(C(=O)NC(C)C2COc3ccccc3O2)cc1 (stereo not given)	11%	-7	4	-4	-1%	-1	3%	69%[activator]	-0.1%	7%	12
CC(=O)N1CCN(c2ccc(NS(=O)(=O)c3ccc(C)cc3)cc2)CC1	1%	12	8	12	12%	1	2%	30%	-0.4%	1%	-2
Cc1ccc(-c2nc(CS(=O)(=O)CC(=O)NCc3ccc4c(c3)OCO4)c(C)o2)cc1	-5%	-3	-25	-20	.	.	-1%	-4%	0.1%	.	2
CCn1nc(NS(=O)(=O)c2ccccc2)c2cc3cccc(C)c3nc21	0%	-3	6	2	10%	11	1%	2%	0.2%	?	2
S=C(Nc1ccc2[nH]ccc2c1)NC1CCCCC1	1%	-6	25	2	-7%	1	0%	-1%	0.0%	.	?
COc1ccc(CCN(C)CCCC(C#N)(c2cc(OC)c(OC)c(OC)c2)C(C)C)cc1OC (stereo not given)	0%	-10	18	-4	4%	1	5%	10%&3%	?	-6%&-2%	6
COc1cccc(C(=O)COc2ccc(NC(=O)c3ccccc3)cc2)c1	1%	12	-11	5	-2%	0	1%	3%	-0.4%	36%[activator]	12
Cc1ccc(CCNS(=O)(=O)c2ccc(C)cc2)cc1	-2%	-2	5	-10	-1%	1	-4%	2%	-0.2%	?	1
O=C(CSc1nnc(NC(=O)c2c(F)cccc2F)s1)NC1CC1	4%	4	-9	-4	2%	3	3%	3%	-0.2%	0%	-6
